Assay outcomes deposited in PubChem by several laboratories.
Shn3 3UTR inh: reduces Shn3 3'UTR luciferase signal in osteoblasts; Clone20 osteoblast Shn3 3'UTR firefly luciferase, 24 h; inhibition, % at 12.5 µM; actives 0.52% (n = 360,000);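 active means mean inhibition of at least 75% with every replicate also reaching 75%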;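 further: 0% = median of neutral control wells and 100% = pilot-screen positive control compound; some compounds past the cut are filed as inactive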
NCOA3 inh: inhibitors of human steroid receptor coactivator 3 (SRC3); Q9Y6Q9; HEK293 GAL4-SRC3 luciferase reporter, luminescence; inhibition, % at 3.6 µM; actives 0.17% (n = 360,000); AID 588352;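 active means inhibition above a per-campaign cutoff, the mean of all compounds plus 3 SD, cut at about 60% in these data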;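 further: 0% = DMSO-treated cells and 100% = gossypol-treated cells at 36 µM; higher means less SRC3-driven luciferase light from the GAL4 reporter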
SRC1 inh: inhibitors of human steroid receptor coactivator 1 (SRC1). HEK293 GAL4-SRC1 luciferase reporter, luminescence. Q15788. AID 588354. inhibition, % at 3.6 µM. actives 0.12% (n = 360,000);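 active means inhibition above the campaign mean plus 3 SD, with each screening campaign given its own cutoff, cut at about 60% in these data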;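 further: 0% = DMSO treated cells and 100% = gossypol at 36 µM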
TWEAK Fn14 block: inhibitors of TWEAK-Fn14 interaction signaling; actives 2% (n = 360,000); inhibition, % at 10 µM; AID 1159606; TWEAK-stimulated Fn14 reporter cells, luciferase luminescence, 8 h; in the data active means inhibition above about 50%
TROY signal inh: TROY signaling inhibition; Q293 LMP1-TROYcd NF-kB luciferase reporter, 4 h; inhibition, % at 10 µM; actives 0.98% (n = 360,000); AID 1347056;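 active means compounds whose plate-normalised and pattern-corrected inhibition of the luciferase reporter signal at the single screening dose is 50% or more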
LRH-1 inv ag: NR5A2 inverse agonism in reporter assay; O00482; HEK293T StAR-luciferase reporter, LRH-1 transfected, 24 h; inhibition, % at 3.6 µM; actives 0.13% (n = 360,000);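 active means inhibition above the mean inhibition of all tested compounds plus 3 SD, cut at about 73% in these data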;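 further: 0% = DMSO wells and 100% = reporter-only cells lacking LRH-1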
Target sequence (O00482 whole entry, looked up): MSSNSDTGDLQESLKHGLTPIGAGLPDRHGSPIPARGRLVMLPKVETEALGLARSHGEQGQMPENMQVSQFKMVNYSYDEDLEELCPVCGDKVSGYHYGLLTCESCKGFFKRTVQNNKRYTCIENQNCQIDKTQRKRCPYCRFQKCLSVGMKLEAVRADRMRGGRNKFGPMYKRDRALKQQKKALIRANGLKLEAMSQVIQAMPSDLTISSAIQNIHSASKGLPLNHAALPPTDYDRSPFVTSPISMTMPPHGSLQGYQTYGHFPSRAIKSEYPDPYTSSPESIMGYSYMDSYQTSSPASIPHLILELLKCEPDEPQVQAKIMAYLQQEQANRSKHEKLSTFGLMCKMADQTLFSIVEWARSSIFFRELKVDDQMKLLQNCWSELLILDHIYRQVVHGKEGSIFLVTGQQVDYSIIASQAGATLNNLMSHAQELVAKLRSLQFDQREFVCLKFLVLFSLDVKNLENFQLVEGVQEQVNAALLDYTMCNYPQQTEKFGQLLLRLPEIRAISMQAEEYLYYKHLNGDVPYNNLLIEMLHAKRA
TRAIL sens C8: sensitizes caspase-8 expressing cells to TRAIL; NB7+C8 cells + TRAIL, ATPlite viability luminescence; inhibition (viability loss, TRAIL sensitization), % at 10 µM; actives 1% (n = 360,000); AID 624354;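 active means compounds causing at least 50% loss of cell viability in the single-dose screen, relative to plate controls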
LMP1 NFkB inh: reduces LMP1-driven NF-kappaB luciferase signal | LMP1-induced NF-kappaB luciferase reporter cells, luminescence | inhibition, % at 12.5 µM | actives 0.69% (n = 350,000); in the data active means inhibition above about 41%;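 further: 0% = neutral control wells and 100% = reference inhibitor control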
CF NFkB block: blocks PAF-induced NF-kB reporter in cystic fibrosis cells | KKLEB NF-kB-GFP reporter, GFP fluorescence overnight | inhibition, % at 5 µM | actives 0.86% (n = 360,000);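 active means at least 50% inhibition at 5 µM, scaled per plate between neutral and stimulator controls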;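 further: PAF is a Pseudomonas aeruginosa culture filtrate used as stimulus; plate controls were PAF-stimulated DMSO wells for no effect and unstimulated DMSO wells for full effect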
KKLEB tox: reduces viability of KKLEB cystic fibrosis airway cells; KKLEB CF airway cells viability, ATPlite luminescence, overnight; hits give low values; cells stimulated with P. aeruginosa culture filtrate; activity change (cytotoxicity), % at 5 µM; actives 0.36% (n = 360,000); AID 602141;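 active means corrected activity change at or below -50% at 5 µM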
NR2F2 inh: NR2F2 (human) inhibition, primary screen | inhibition, % at 8.6 µM | P24468 | actives 0.7% (n = 370,000) | HEK293T NGFI-A luciferase reporter, luminescence;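 active means inhibition above a per-plate cutoff, mean inhibition of test wells between control levels plus 3 SD, cut at about 38% in these data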;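 further: cells cotransfected with COUP-TFII expression vector driving the NGFI-A reporter; 0% = median of COUP-TF2 test wells and 100% = reporter-only cells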
Target sequence (P24468 whole entry, looked up): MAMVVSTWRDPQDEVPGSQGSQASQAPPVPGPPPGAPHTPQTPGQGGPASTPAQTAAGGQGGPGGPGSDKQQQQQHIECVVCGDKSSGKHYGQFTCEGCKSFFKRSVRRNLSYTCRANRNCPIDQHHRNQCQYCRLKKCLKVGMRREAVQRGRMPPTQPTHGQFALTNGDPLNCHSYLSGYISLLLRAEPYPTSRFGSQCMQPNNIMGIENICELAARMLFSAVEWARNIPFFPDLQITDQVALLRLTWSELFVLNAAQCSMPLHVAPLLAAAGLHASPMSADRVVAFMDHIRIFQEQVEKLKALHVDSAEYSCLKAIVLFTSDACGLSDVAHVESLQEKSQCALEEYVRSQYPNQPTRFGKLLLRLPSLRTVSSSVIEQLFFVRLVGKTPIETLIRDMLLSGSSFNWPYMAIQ
* = called active by the depositor; . = not tested or not shown. The list is partial; the hit share may differ from the screen's.

structure,Shn3 3UTR inh,NCOA3 inh,SRC1 inh,TWEAK Fn14 block,TROY signal inh,LRH-1 inv ag,TRAIL sens C8,LMP1 NFkB inh,CF NFkB block,KKLEB tox,NR2F2 inh
COc1cc(/C=C/C(=O)OC(C)C(=O)Nc2ccc(Cl)cn2)ccc1OC(F)F (stereo not drawn),-3,-9,4,-5,8,4,1,6,8,2,9
COc1cccc(-c2csc(Nc3ccc(Oc4ccccc4)cc3)n2)c1,0,4,-75,-2,-3,-20,-1,.,-36,-5,1
O=C(CS(=O)(=O)c1c[nH]c2ccccc12)N1CCCCC1,36,1,-10,9,6,6,-15,-11,6,-13,-17
CC1=CCC(C(=O)O)(C(=O)N/N=C/c2cccs2)C(c2ccc(Cl)cc2)C1 (stereo not drawn),-8,9,0,-9,1,2,1,-22,-20,8,-4
Cc1cc(C(F)(F)F)c(C#N)c(SCC(=O)Nc2nc3ccccc3s2)n1,9,41,20,89*,85*,32,44,-23,-6,-40,56*
CCOc1ccc(S(=O)(=O)N2CCN(C)CC2)c(C)c1C,5,-15,-8,5,-8,-1,13,0,2,-3,14
CCN=C1S/C(=C\c2ccc(-c3cccc(C(=O)O)c3)o2)C(=O)N1CC,-32,-142,-160,-35,-49,-291,3,14,27,0,.
O=C(C[n+]1ccccc1)N1c2ccccc2Sc2ccccc21,3,12,0,-4,-24,-5,0,7,0,3,5
NC1=NS(=O)(=O)NC1c1ccc(Br)cc1 (stereo not drawn),-17,13,2,-10,2,1,-11,5,-3,-10,2
O=C(C[n+]1cnn(CC(=O)c2ccc(Cl)cc2Cl)c1)c1ccc([N+](=O)[O-])cc1,-30,20,-6,-3,-2,-24,17,-14,13,-27,10
COc1cccc(OC)c1OCCCc1c(C)n[nH]c1C,-6,8,-5,19,9,-12,-12,5,0,2,7
COc1ccc(S(=O)(=O)N2CCN(c3ccccn3)CC2)c(OC)c1,15,4,12,17,20,-2,-3,10,-10,3,-1
COc1ccc(S(=O)(=O)N2CCOC23CCN(S(=O)(=O)c2ccc(Cl)cc2)CC3)cc1,19,9,32,7,-9,2,-1,-3,6,-1,12
O=C1NC[C@@H](CCCCN2C[C@H](Cc3ccccc3)N(CCc3ccccc3)C(=O)C2=O)N(Cc2ccccc2)C1=O,.,.,.,16,-1,-17,-2,.,.,.,-5
CCOC(=O)c1c(C)[nH]c(C)c1C(=O)CSc1nc2ccccc2c(=O)n1-c1ccccc1C,1,-2,-8,10,29,23,13,0,10,0,-5
COC(=O)[C@]1(S(=O)(=O)c2ccccc2)C[C@@H]2ON=C(c3ccc(OC)cc3)[C@@H]2C1,-23,-1,0,-2,-19,-4,-1,-3,-1,0,4
CCCCCc1nnc(NC(=O)CN2C(=O)C3CCCCC3C2=O)s1 (stereo not drawn),-18,13,0,11,22,17,-17,-2,-26,14,-2
Cc1cccc(NC(=O)CN2CCN(C(=O)C3CCN(C(=O)/C=C/c4ccccc4)CC3)CC2)c1C,27,-13,-13,20,-9,-5,-16,11,-16,12,18
CCOC(=O)/C=c1/s/c(=C\c2c(OC)ccc3ccccc23)c(=O)n1CC(=O)NCC1CCCO1 (stereo not drawn),14,-2,-1,34,13,10,2,5,54*,-33,-32
O=c1c(Cl)c(NCCO)cnn1-c1cccc(Cl)c1,-21,10,-11,-6,-21,-33,-2,-10,-20,4,-20

Some of the entries so far, with values under each structure:
Every second line gives: Shn3 3UTR inh	NCOA3 inh	SRC1 inh	TWEAK Fn14 block	TROY signal inh	LRH-1 inv ag	TRAIL sens C8	LMP1 NFkB inh	CF NFkB block	KKLEB tox	NR2F2 inh
> O=c1c(Cl)c(NCCO)cnn1-c1cccc(Cl)c1
  -21	10	-11	-6	-21	-33	-2	-10	-20	4	-20
> Cc1cccc(NC(=O)CN2CCN(C(=O)C3CCN(C(=O)/C=C/c4ccccc4)CC3)CC2)c1C
  27	-13	-13	20	-9	-5	-16	11	-16	12	18

Following part
structure,Shn3 3UTR inh,NCOA3 inh,SRC1 inh,TWEAK Fn14 block,TROY signal inh,LRH-1 inv ag,TRAIL sens C8,LMP1 NFkB inh,CF NFkB block,KKLEB tox,NR2F2 inh
O=C(Nc1cc(C(F)(F)F)ccc1Cl)C1CCN(c2nnc(-n3cccc3)s2)CC1,6,-5,3,-30,-18,-13,-7,11,13,-12,24
CCc1c(C(=O)Nc2ccc(OC)cc2)[nH]c(C)c1C(C)=O,-7,-17,-19,-3,-27,-25,15,-6,-4,18,-24
OC1CCC(Nc2ncnc3sccc23)CC1 (stereo not drawn),-3,-51,3,33,17,-1,2,2,5,-4,2
Cc1ccc(-n2c(SCC(=O)NC3CCS(=O)(=O)C3)nc3ccccc3c2=O)c(C)c1 (stereo not drawn),-4,9,2,11,10,8,-12,-12,0,-3,-3
CC1CCN(C(=O)CCCN2C(=O)c3cccnc3Oc3ccc(Cl)cc32)CC1,-16,-44,3,2,-2,8,-2,7,-5,8,6
CSc1nsc(SCC(=O)Nc2ccc3c(c2)OCCO3)n1,-27,-88,-70,-2,-33,-71,-8,-27,-3,6,-36
FC(F)(F)c1cnc(C(c2ccccn2)c2ncn[nH]2)c(Cl)c1 (stereo not drawn),7,-2,2,-5,7,13,2,-3,16,7,-17
Oc1cc(NCc2cccnc2)ccc1-c1nc2ccccc2o1,-48,-121,-151,103*,-38,-93,10,-29,-81,-17,-50
CCOc1cc(S(=O)(=O)N2CCC(Cc3ccccc3)CC2)c(OCC)cc1-n1cnnn1,7,5,-9,-22,2,10,13,11,5,-8,-7
O=C(CCN1C(=O)c2ccccc2S1(=O)=O)NCc1ccco1,9,-9,-25,6,-26,-2,-5,0,-6,-4,-1
COc1cccc(CC(NC(C)=O)C(=O)NC2CCN(C(=O)c3ccc(Cl)cc3)CC2)c1OC (stereo not drawn),4,-4,1,32,4,6,-1,-2,6,13,-1
COc1ccccc1-c1cc(C(=O)Nc2cccnc2)no1,-33,-64,-65,-10,3,-57,43,11,-2,-1,-135
O=C(NCCCN1CCCC1=O)c1cccc(S(=O)(=O)N2CCN(c3ccc(F)cc3)CC2)c1,23,-34,-4,2,14,-22,8,11,4,1,2
O=C(OCCc1cc2ccccc2c(=O)o1)c1ccco1,-11,-2,-2,-15,-54,16,-22,-13,30,1,-11
Cc1cc(Cl)c(S(=O)(=O)NC(C(=O)O)c2ccccc2)cc1OCC(N)=O (stereo not drawn),-9,9,-8,4,-3,10,14,-2,-2,7,12
CCOC(=O)Cn1c(=O)oc2cc(S(=O)(=O)Nc3c(C)cc(C)cc3C)ccc21,6,-1,-1,7,4,2,-11,1,2,2,1
Cc1[nH]c2ccc(C(=O)NCCCN3CCOCC3)cc2c1C,-1,9,3,4,-2,1,-2,1,14,-12,-15
COC(=O)c1cnn(-c2ccccc2)c1/C=N/NC(=S)Nc1ccccc1,19,11,-29,40,-8,-11,-3,.,9,-7,-20
COc1ccc(O)c(C(=O)CC(=O)c2ccncc2)c1,-87,-102,-72,-12,-42,-110,14,-8,-21,16,2
Cc1nc(NC(=O)COC(=O)C(C)NC(=O)c2ccccc2)c(Cl)cc1Cl (stereo not drawn),2,11,-14,-2,-12,-6,1,-10,-1,-7,-8
CC1CCC(NC(=O)CN2C(=O)NC3(CCCCCC3)C2=O)CC1 (stereo not drawn),-15,20,-2,-9,17,6,-7,-8,0,3,1
Cc1cc(C(=O)N/N=C/c2cc(Br)cc([N+](=O)[O-])c2O)c2ccccc2n1,-18,4,-7,12,34,-3,6,-7,18,-10,0
CCCc1nnc(SCc2ccc(C(=O)OC)o2)n1N,-7,-9,7,-10,3,4,3,0,3,1,2
Cc1ccc(-c2ccc(=O)n(CC(=O)NCCC(C)C)n2)cc1,25,-2,1,16,-36,7,-47,-2,6,-3,13
Cc1ccc(CC(CC(=O)O)C(=O)NCc2ccccc2)cc1 (stereo not drawn),19,26,19,-20,0,-3,1,0,3,1,0
COc1cccc(CNc2ccc3[nH]c(=O)[nH]c3c2)c1OCc1ccc(F)cc1,1,-30,10,-4,7,11,2,11,1,-2,26
Cc1cc(NC(=O)COC(=O)c2ccc(OC(F)(F)F)cc2)no1,4,-10,1,-8,-33,3,-4,-1,-25,9,20
CCS(=O)(=O)Nc1cccc(-c2cc(-c3ccccc3)c3cc(C)ccc3n2)c1,21,-6,-13,45,21,14,3,0,14,-2,9
CCOC(=O)c1c(NC(=O)CNC2CCCc3ccccc32)sc(C(N)=O)c1C (stereo not drawn),25,5,-6,11,-7,10,1,-9,12,-30,0
CCC(=O)c1cn(CCOc2ccccc2OC)c2ccccc12,20,-15,4,3,-7,10,5,1,-7,8,9
COc1ccc(CNS(=O)(=O)c2ccc(-c3cnc(C4CC4)o3)cc2)cc1,14,-37,-16,-9,26,-7,-4,4,0,-4,-6
CC(C)N(Cc1nnc(-c2ccc(Cl)cc2)o1)C(=O)c1cc2ccccc2o1,-9,0,-19,-28,-10,8,-6,4,14,-4,10
Cc1nn(CCC(=O)N2CCN(S(=O)(=O)c3ccc(Cl)cc3)CC2)c(C)c1C,1,-25,-4,-1,-9,-20,-1,-1,0,1,3
CCOc1[nH]n(-c2ccc(Cl)cc2)c(=O)c1C=NCc1cccnc1,7,9,6,4,-3,-27,-1,13,-2,-9,-7
CC(C)OP(=O)(OC(C)C)C(NC(=O)c1ccccc1)C(N)=O (stereo not drawn),-15,9,-6,5,-16,3,-21,6,6,10,5
NC(=O)[C@@H]1CCCCNc2c(I)cc([N+](=O)[O-])cc2C(=O)N[C@@H](CCC(=O)O)C(=O)N[C@@H](CO)C(=O)N1,-13,-24,-25,-4,-7,-3,-16,2,4,-1,-3
Cc1ccccc1OCCC(=O)Nc1ccccc1C(=O)NC1CC1,2,-7,-6,-12,-3,10,5,5,-9,-12,15
COc1cc(NC(=S)Nc2cccc(Cl)c2Cl)c(OC)cc1Cl,-16,-17,-32,-11,3,3,-10,3,-10,10,-14
CCOC(=O)C1C(=O)N(C(=O)c2cncc(Br)c2)CC1c1ccccc1 (stereo not drawn),-8,11,5,6,-12,0,3,8,-10,7,-6
Cc1ccc(S(=O)(=O)N(CC(=O)NCCSc2ccccn2)c2cc(C)cc(C)c2)cc1,21,8,-21,3,-8,-8,10,5,12,-1,20
O=C1CC(c2ccccc2)CC(O)=C1C=NC1CCCC1 (stereo not drawn),-40,-4,-17,-7,-24,-1,9,0,2,3,5
CC(C)c1onc(C(=O)NC2CCCC2)c1[N+](=O)[O-],-3,13,-22,-4,10,12,-3,-4,12,2,11
CC(=O)N1N=C(c2c(-c3ccccc3)c3cc(C)ccc3[nH]c2=O)CC1c1ccco1 (stereo not drawn),25,-3,4,17,1,-2,-19,5,19,0,-2
OCc1nc2ccc(Cl)cc2[nH]1,8,19,-9,-2,-10,-4,5,-1,-35,14,0
CN(C)C(=C(C#N)C#N)N1CCN(c2ccc(Cl)cc2)CC1,-12,7,-5,-17,5,0,1,-2,-18,12,-7
CCOC(=O)c1cc(CC)sc1NC(=O)COC,-26,9,-17,-7,6,-22,-11,1,-18,8,15
